Hsp70 displacement – Hsp70 inhibitors, probe displacement, primary screen, biochemical, fluorescence polarization (AID 583). Hsp70 fluorescence polarization probe displacement, mP; higher % means a stronger effect. one-dose displacement, % at 20 µM; IC50 in µM for titrated hits. hit rate 0.06% among 140,000; in the data active means displacement above about 50%;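 further: plate controls were vehicle for no effect and reference ligand for full effect; a part of the inactive calls stands beside numbers as strong as those of hits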
Rat MKP-3 inhibitors – inhibition of rat DUSP6 enzyme activity – biochemical, in vitro, primary screen (AID 425). recombinant MKP-3 phosphatase activity, fluorescence; higher % means a stronger effect. inhibition, % at 20 µM, or IC50 in µM where a hit was titrated. hit rate 0.17% among 110,000; in the data active means inhibition above about 50%;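 further: plate controls were vehicle for no effect and reference inhibitor for full effect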
Active calls of the source: *; . = not tested or not shown; & = joins results of further samples.

Rat MKP-3 inhibitors	Hsp70 displacement	mol
4%	-1.7%	COc1ccc(OC)c(COc2ccc(-c3nc4sc5c(c4c(=O)[nH]3)CCCC5)cc2)c1
-3%	-3.5%	COCCNC(=O)CCn1c(=O)oc2ccccc21
-1%	0.8%	O=C(c1ccc(Br)o1)N1CCc2ccccc21
0%	2.1%	CCOc1ccccc1NC(=O)CN(c1ccc(Oc2ccccc2)cc1)S(C)(=O)=O
-5%	2.4%	O=C(c1ccc2c(=O)n(-c3ccccc3)c(=O)[nH]c2c1)N1CCCCC1
3%	-3.3%	O=C(COc1ccc2ccccc2c1)NNC(=O)c1ccc(Cl)cc1
-9%	-2.8%	CCCCN(c1ccccc1)c1ncnc2nc[nH]c12
3%	3.7%	CCc1c(C)nc2ccc(C(=O)O)cc2c1Cl
1%	3.2%	COc1ccc(Nc2nc(NNc3cccc(C(F)(F)F)c3)nc(C)c2[N+](=O)[O-])cc1
-10%	-0.7%	Cc1csc(CCc2nc(C)cs2)n1

More results
Rat MKP-3 inhibitors	Hsp70 displacement	mol
-4%&-1%	6.3%&1.6%	O=C(Nc1ccc2c(c1)OCCO2)c1ccc(Br)o1
.	-2.6%	CC1C(c2ccccc2)N(C)C(c2ccccc2)CC1(O)c1ccccc1 (stereo not drawn)
0%	4.0%	NNS(=O)(=O)c1ccc2c(c1)Cc1cc(S(=O)(=O)NN)ccc1-2
3%	-3.2%	CSc1ccc(Cl)c(C(=O)Nc2ccc(Cl)cn2)c1
-3%	7.1%	CCOc1ccc2nc(NC(=O)CSc3nc4cccnc4n3C)sc2c1
10%	5.5%	CCc1nnc(NC(=O)CSc2ncnc3c2oc2ccccc23)s1
-2%	3.8%	COc1ccc(N(CC(=O)Nc2ccccc2Cl)S(C)(=O)=O)c(OC)c1
-7%	-5.6%	Cc1ccnc(NC(=O)C2CCC(CNc3c(N4CCCC4)c(=O)c3=O)CC2)c1 (stereo not drawn)
1%	4.0%	CN1CCN(S(=O)(=O)c2ccc(C(C)(C)C)cc2)CC1
.	4.6%	COc1ccc(CNC(=O)c2ccc(NC(=O)CC3SC(N4CCCCC4)=NC3=O)cc2)cc1 (stereo not drawn)

More compounds.
Rat MKP-3 inhibitors	Hsp70 displacement	mol
.	-3.5%	COc1cc(S(=O)(=O)NC(C)C)ccc1Cl
2%	5.0%	CC(=O)Nc1ccccc1NC(=O)c1cccc([N+](=O)[O-])c1C
2%	3.1%	COc1ccccc1N1CCN(C(=O)c2nn3c(c2Cl)NC(c2ccc(Br)cc2)CC3C(F)(F)F)CC1 (stereo not drawn)
4%	-0.2%	O=S(=O)(Nc1ccc(N2CCOCC2)cc1)c1ccc(Cl)cc1
1%	3.3%	Clc1ccccc1COc1cccc(/C=N/Nc2nc(N3CCOCC3)nc(N3CCOCC3)n2)c1
3%	-7.8%	C=C1CC2C(CCC3(C)C2CCC3(O)C(C)=O)C2(C)CCC(=O)C=C12 (stereo not drawn)
-1%	-1.3%	O=C(NCc1cccnc1)NC1(C(F)(F)F)Oc2ccccc2O1
-2%	-1.8%	Cc1cccc(OCC(=O)N2CCC(N3CCOCC3)CC2)c1
-1%	3.7%	CC12CCC(=O)N1c1c(sc3nc(N4CCOCC4)c4c(c13)CCCC4)C(=O)N2 (stereo not drawn)
2.5µM*	-185%	O=C(Nc1cccc(-c2nc3ccccc3[nH]2)c1)c1cccc(NC(=O)c2ccco2)c1

Remaining list, next part:
Rat MKP-3 inhibitors	Hsp70 displacement	mol
-16%	-0.5%	CCn1c(SCC(=O)Nc2ccccc2OC)nnc1-c1cnccn1
-11%	-0.2%	CC(=O)C1=C(O)C(=O)N(Cc2ccccc2)C1c1ccco1 (stereo not drawn)
-3%	-2.3%	CCCCOP(=O)(CC(=O)OC)CC(=O)OC
2%	1.7%	COC(=O)c1ccccc1NC(=O)c1cc(-c2ccc(OC)cc2OC)nc2ccccc12
2%	0.2%	C=CCSc1nc2nc(C)cc(C)n2n1
-4%	-0.5%	O=C(CN1CCN(c2cccc(Cl)c2)CC1)N1CCCC1
-4%	1.8%	CCOC(=O)c1cnc(Nc2ccc(OCC)cc2)nc1C
11%	0.9%	CC1=C(C#N)C(c2ccc(OCc3ccccc3)cc2)C2=C(CC(c3ccc(Cl)cc3)CC2=O)N1 (stereo not drawn)
-13%	-49%	CC1(C)CC(=O)C2=C(C1)NC(Nc1nc3ccccc3o1)=NC21CCCC1
1%	-6.4%	Cc1cc(C)cc(-n2nnc(C(=O)NCc3ccc4c(c3)OCO4)c2N)c1

Going on with the list.
Rat MKP-3 inhibitors	Hsp70 displacement	mol
0%	-4.4%	Cc1ccccc1Cn1c(NC(=O)c2ccc(Cl)cc2)nc2ccccc21
-2%	4.2%	N/C(=N\N=C\c1ccccc1Cl)c1nonc1N
-1%	-2.4%	C#CCn1c(=NC(=O)CN2C(=O)CCC2=O)sc2cccc(C)c21
3%	-5.4%	C#CCn1cc(/C=C(/C#N)C(=O)Nc2cccc(Br)c2)c2ccccc21
.	2.7%	O=C(Nc1ccccc1)NC1CC2CCC(C1)N2Cc1nnnn1Cc1ccc2c(c1)OCO2 (stereo not drawn)
3%	2.7%	C/C(=N\OCC(=O)N=Nc1c(O)n(CN2CCN(C)CC2)c2ccccc12)c1ccccc1
-14%	0.7%	COC(=O)c1ccccc1NC(=O)CSc1nc(N)cc(N)n1
.	5.2%	O=C(c1ccccn1)N(Cc1ccco1)C1(C(=O)NC2CCCCC2)CCCCC1
0%	21%	CCOc1ccc(-n2c(-c3ccccc3)nc3c(cnn3-c3ccccc3)c2=O)cc1
0%	-4.5%	Cc1cccc(NC(=O)Nc2cccc(F)c2)n1

Remaining list, next part:
Rat MKP-3 inhibitors	Hsp70 displacement	mol
.	-1.2%	CCCCc1nnc(NC(=O)CC(=O)Nc2ccccc2C(=O)O)s1
-4%	-2.0%	COc1ccc(N(CC(=O)NCCc2ccccc2)S(=O)(=O)c2ccc(C)cc2)cc1OC
3%	-2.2%	COCCn1cc(C(=O)N2CCN(C)CC2)c2c3ccccc3n(C)c2c1=O
-12%	5.7%	CC1(C)CC(=O)C2=C(C1)OC(N)=C(C#N)C21C(=O)N2CCCc3cccc1c32 (stereo not drawn)
10%	1.3%	O=C1NC(=O)N(c2cccc(Br)c2)C(=O)/C1=C/C=C/c1ccccc1
.	1.2%	Cc1ccc(CSc2nc3ncccc3[nH]2)cc1
0%	1.3%	Cc1sc2nc(SCCCC(=O)NCCO)[nH]c(=O)c2c1C
.	2.6%	Cc1cccc(C)c1Nc1nnc(SCc2cc([N+](=O)[O-])cc3c2OCOC3)s1
-2%	2.1%	CCOc1ccc(N(CC(=O)NCc2cccs2)S(=O)(=O)c2c(C)noc2C)cc1
.	-2.5%	CCOC(=O)C1=C(Cc2ccc(F)cc2)C(=O)c2ccccc2C1=O

(list continues)
Rat MKP-3 inhibitors	Hsp70 displacement	mol
-2%	-3.0%	COc1cc(NC(=O)c2cc3ccccc3o2)c(OC)cc1Br
3%	-3.7%	N=c1n(Cc2ccccc2)c2ccccc2n1CC(O)COc1ccccc1 (stereo not drawn)
5%	-0.7%	CCOc1ccc(C(=O)Nc2ccc(C(C)C)cc2)cc1
-1%	-4.3%	NC(=O)NC(c1ccccc1)c1ccccc1Cl (stereo not drawn)
.	0.4%	CCc1ccc(S(=O)(=O)Nc2c(C)nn(C)c2C)cc1
-4%	5.8%	CCCNc1nc2c(c(=O)[nH]c(=O)n2C)n1CCc1ccccc1
-6%	1.1%	Nn1c(SCC(=O)Nc2ccc3c(c2)OCO3)nnc1C1CC1
.	7.3%	O=C(COC(=O)c1cc(-c2ccc(Cl)s2)nc2ccccc12)NCc1ccco1
.	-9.6%	CCOc1cc(NC(=O)c2cnccn2)c(OCC)cc1NC(=O)c1ccc(C)cc1
4%	5.2%	Cc1ccc(OCC(=O)Nc2ccc3c(c2)nc(CCN2CCOCC2)n3C)cc1

(cont.)
Rat MKP-3 inhibitors	Hsp70 displacement	mol
-10%	-1.9%	COc1ccccc1N(CC(=O)Nc1ccc(F)c(F)c1)S(C)(=O)=O
-3%	3.3%	OCn1c2ccc(Cl)cc2c2cc(Cl)ccc21
2%	-4.1%	C=CCOC(=O)C1=C(C)NC(C)=C(C(=O)OCC=C)C1c1ccc(O)c(OCC)c1
5%	-1.7%	CC1=C(C(=O)OCCCc2ccccc2)C(c2ccc(Cl)c(Cl)c2)CC(=O)N1 (stereo not drawn)
-10%	4.0%	N#Cc1nc(Cc2cccc3ccccc23)oc1NCc1ccc2c(c1)OCO2
10%	-4.2%	COC(=O)c1c(-c2ccc(Cl)cc2)csc1N
-10%	0.4%	COC(=O)c1cc(OC)c(OC)cc1N
-3%	-18%	CCOC(=O)NC(=O)CSc1nc(C)cc(C(F)(F)F)c1C#N
11%	-4.0%	C/C(N)=C(/C#N)C(=O)COC(=O)C(NS(=O)(=O)c1ccc(Cl)cc1)C(C)O (stereo not drawn)
-2%	6.1%	Cc1ccc(N2CC(C(=O)N3CCCc4ccccc43)CC2=O)cc1 (stereo not drawn)

Next section:
Rat MKP-3 inhibitors	Hsp70 displacement	mol
.	-2.5%	Cc1cc(N2C(=O)C(O)=C(C(=O)c3cccs3)C2c2cccc(O)c2)no1 (stereo not drawn)
.	-5.8%	CCOc1ccc(C(Nc2ccc(C)cc2)P2(=O)OCC(C)(C)CO2)cc1 (stereo not drawn)
6%	-4.8%	CCOc1ccc(S(=O)(=O)n2ccc(C)n2)c2ccccc12
-1%	13%	O=C1CS/C(=N/N=C/c2c3ccccc3cc3ccccc23)N1
2%	0.0%	CCn1c(SCC(=O)Nc2nnc(C)s2)nc2c(c1=O)SC(C)C2 (stereo not drawn)
.	6.7%	Nc1cc(=O)[nH]c(SCC(=O)N2CCCc3ccccc32)n1
-5%	-0.4%	COCCCNC(=O)c1cn(Cc2c(F)cccc2Cl)nn1
5%	5.0%	CCOC(=O)c1c(N(C(C)=O)C(C)=O)sc(=S)n1-c1ccccc1
-11%	1.9%	O=C(OCCN1CCOCC1)c1ccc2c(c1)OCCO2
0%	2.3%	CCOC(=O)C1C(=O)NC(N2CCc3ccccc32)=NC1c1ccccc1 (stereo not drawn)

(more compounds)
Rat MKP-3 inhibitors	Hsp70 displacement	mol
2%	-4.6%	O=C(NCc1ccccc1)c1cc2nc(-c3cccs3)cc(C(F)(F)F)n2n1
-6%	6.8%	CC(=O)Nc1ccc(S(=O)(=O)N2CCN(c3cccc(C)c3C)CC2)cc1
-6%	-2.7%	Cc1cccc2sc(NC(=O)CNS(=O)(=O)c3ccc(Br)s3)nc12
-4%	-1.0%	O=C(c1ccc(CNc2c(N3CCOCC3)c(=O)c2=O)cc1)N1CC=C(c2ccccc2)CC1
-5%	-1.9%	O=C(Nc1ccccc1Oc1ccccc1)C(c1ccccc1)c1ccccc1
3%	-3.1%	Cn1c2ccccc2c2nnc(SCCN3CCOCC3)nc21
2%	11%	COC(=O)c1ccc(Oc2nc(C)cc(Oc3ccccc3)n2)cc1
2%	3.0%	Cc1c(Cl)cccc1N1C(=O)C2C3C=CC(C3=C3CCCCC3)C2C1=O (stereo not drawn)
0%	2.5%	COc1ccc(OC)c(NC(=O)Cc2nn(C)c(=O)c3ccccc23)c1
4%	-0.6%	Cc1ccc(C(=O)N/C(=C\c2cccc([N+](=O)[O-])c2)C(=O)Nc2ccc(C)c(C)c2)cc1

Single values from the list.
O=C(NCc1ccccc1)c1cc2nc(-c3cccs3)cc(C(F)(F)F)n2n1 in Hsp70 displacement shows -4.6%
Cc1c(Cl)cccc1N1C(=O)C2C3C=CC(C3=C3CCCCC3)C2C1=O (stereo not drawn) in Rat MKP-3 inhibitors shows 2%

The list goes on:
Rat MKP-3 inhibitors	Hsp70 displacement	mol
0%	-5.0%	Cc1nonc1NC(=O)CN1CCCC1
3%	2.0%	CC(=O)Nc1cccc(-c2nc3ccccc3c(=O)o2)c1
-1%	-0.4%	O=C(CSC1=NCCS1)N1CCOCC1
0%	5.7%	CCOc1ccc(NC2=C(Cl)C(=O)N(c3cccc(Cl)c3)C2=O)cc1
-10%	-8.2%	COc1ccc(N2C(=O)C3CCCN3C2c2cccc(OC)c2)cc1 (stereo not drawn)
3%	-2.2%	CC(=O)Nc1c(-c2ccc(C)cc2)nc2ccc(Cl)cn12
.	4.8%	NC(=O)C1CNc2ccccc2O1 (stereo not drawn)
.	-2.1%	CCN(CC)CC(=O)c1c[nH]c2ccc(OC)cc12
1%	-1.7%	CCCc1nc2ccccc2c(=O)n1/N=C/c1c(C)[nH]n(-c2ccc(C)cc2)c1=O
1%	-6.3%	O=C(CSc1nnc(-c2cccnc2)n1Cc1ccco1)Nc1nc(-c2ccc(F)cc2)cs1
-2%	-2.2%	Clc1cc2c(c(Cn3cnc4ccccc43)c1)OCOC2
8%	3.9%	CC(=O)c1ccc(NC(=O)c2cc3c(ccc4ccccc43)oc2=O)cc1
2%	-0.8%	Nc1nc2ccccc2n1C(=O)c1c(Cl)cccc1Cl

Structural class, the entries above containing two or more sulfur atoms (twelve)
Rat MKP-3 inhibitors	Hsp70 displacement	mol
-10%	-0.7%	Cc1csc(CCc2nc(C)cs2)n1
0%	4.0%	NNS(=O)(=O)c1ccc2c(c1)Cc1cc(S(=O)(=O)NN)ccc1-2
-3%	7.1%	CCOc1ccc2nc(NC(=O)CSc3nc4cccnc4n3C)sc2c1
10%	5.5%	CCc1nnc(NC(=O)CSc2ncnc3c2oc2ccccc23)s1
0%	1.3%	Cc1sc2nc(SCCCC(=O)NCCO)[nH]c(=O)c2c1C
.	2.6%	Cc1cccc(C)c1Nc1nnc(SCc2cc([N+](=O)[O-])cc3c2OCOC3)s1
-2%	2.1%	CCOc1ccc(N(CC(=O)NCc2cccs2)S(=O)(=O)c2c(C)noc2C)cc1
2%	0.0%	CCn1c(SCC(=O)Nc2nnc(C)s2)nc2c(c1=O)SC(C)C2 (stereo not drawn)
5%	5.0%	CCOC(=O)c1c(N(C(C)=O)C(C)=O)sc(=S)n1-c1ccccc1
-6%	-2.7%	Cc1cccc2sc(NC(=O)CNS(=O)(=O)c3ccc(Br)s3)nc12
-1%	-0.4%	O=C(CSC1=NCCS1)N1CCOCC1
1%	-6.3%	O=C(CSc1nnc(-c2cccnc2)n1Cc1ccco1)Nc1nc(-c2ccc(F)cc2)cs1

Bioassay records (PubChem BioAssay)

An excerpt; the hit share may differ from the screen's.
